# Lung fibro prol: blocks proliferation of human lung fibroblasts; LL 47 human lung fibroblast viability, ATP luminescence; hits give low values; viability, % at 10 µM; actives 1.1% (n = 85,000);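 active = viability at or below 50% in the single dose screen; inactive = viability above 50%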;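 also: compound exposure lasted 72 h before the ATP readout; 100% = median luminescence of untreated cell-only wells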
#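 Test system: LL 47 human lung fibroblasts / Quantity: 1,150 cells in each well / Medium: IMEM growth medium with 15% fetal bovine serum / Incubation: 72 h compound exposure at 37 °C after overnight plating / Detection: CellTiter-Glo luminescence measuring cellular ATP / Read-out: % viability versus median cells-only luminescence / Benchmarks: cell-only wells, no compound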
# CD11b adhes enh: enhancers of human CD11b/CD18 binding to fibrinogen; P05107+P11215; K562 CD11b/CD18 adhesion to fibrinogen, ATPlite luminescence; activation, % at 10 µM; actives 0.07% (n = 93,000); AID 1499;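 active = 10 µM primary screen giving 50% or more activity, confirmed by 40% or more on retest at that dose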; also: strong numbers were not always called active; reference of the scale not given here
# HUVEC prolif 384: human endothelial cell proliferation inhibition; actives 1.1% (n = 86,000); viability, % at 10 µM (by protocol); HUVEC proliferation, CellTiter-Glo luminescence, 72 h; hits give low values;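 active = viability at or below 30%; inactive = viability above 30%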;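 also: 100% = median luminescence of DMSO-only cell control wells on each plate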
# H69AR growth 86K: growth inhibitors of human H69AR lung tumor cells. H69AR lung tumor viability, ATP luminescence, 72 h; hits give low values. viability, % at 10 µM. actives 6% (n = 85,000). AID 598;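 active = viability at or below 40%; inactive = viability above 40%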;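 also: multidrug resistant small cell line overexpressing MRP-1 efflux transporter; 100% = mean luminescence of untreated control wells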
# ERa SRC1 pot: ER-alpha (human) coactivator binding potentiation. coactivator binding (% of control), % at 25.6 µM. actives 1.3% (n = 86,000). TR-FRET ERalpha-LBD/SRC-Cy5 coactivator binding, 2 h; 100 = basal binding, no effect. P03372. AID 639; in the data active = activity above about 200%;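 also: binding measured in presence of low estradiol as agonist stimulus; 0% = peptide alone without receptor and 100% = receptor with peptide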
# Target sequence (P03372 whole entry, looked up, the tested form may be a part): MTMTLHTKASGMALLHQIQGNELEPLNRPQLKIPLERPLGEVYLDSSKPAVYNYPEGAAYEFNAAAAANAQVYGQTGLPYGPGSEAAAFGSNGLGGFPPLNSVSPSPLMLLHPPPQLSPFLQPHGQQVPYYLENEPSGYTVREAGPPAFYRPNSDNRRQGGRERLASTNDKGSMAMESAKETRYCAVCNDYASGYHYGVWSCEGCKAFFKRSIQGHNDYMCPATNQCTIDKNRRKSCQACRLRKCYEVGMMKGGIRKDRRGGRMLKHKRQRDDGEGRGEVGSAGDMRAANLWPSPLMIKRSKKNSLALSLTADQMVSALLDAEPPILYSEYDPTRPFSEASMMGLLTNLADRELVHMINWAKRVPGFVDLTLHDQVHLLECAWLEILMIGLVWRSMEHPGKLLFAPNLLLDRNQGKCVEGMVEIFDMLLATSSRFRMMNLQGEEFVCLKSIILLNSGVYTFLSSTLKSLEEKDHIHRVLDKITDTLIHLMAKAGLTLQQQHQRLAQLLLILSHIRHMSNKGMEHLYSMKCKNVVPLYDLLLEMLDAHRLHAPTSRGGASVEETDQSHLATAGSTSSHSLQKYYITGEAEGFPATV
# CYP2C19 act: activators of human cytochrome P450 2C19; activation factor at 5 µM; AID 1025; 96,000 tested, under 10 active; P33261; recombinant CYP2C19, luciferin-H EGE luminescence; hits give high values; 0 = fully inhibited enzyme, 1 = untreated enzyme;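 active = activation factor of at least 2 at 5 µM in the primary screen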;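 also: 0 = wells with 2.5 mM tranylcypromine and 1 = vehicle-only wells; values of inactives mirror those of a sister screen read the other way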
# Target sequence (P33261 whole entry, looked up): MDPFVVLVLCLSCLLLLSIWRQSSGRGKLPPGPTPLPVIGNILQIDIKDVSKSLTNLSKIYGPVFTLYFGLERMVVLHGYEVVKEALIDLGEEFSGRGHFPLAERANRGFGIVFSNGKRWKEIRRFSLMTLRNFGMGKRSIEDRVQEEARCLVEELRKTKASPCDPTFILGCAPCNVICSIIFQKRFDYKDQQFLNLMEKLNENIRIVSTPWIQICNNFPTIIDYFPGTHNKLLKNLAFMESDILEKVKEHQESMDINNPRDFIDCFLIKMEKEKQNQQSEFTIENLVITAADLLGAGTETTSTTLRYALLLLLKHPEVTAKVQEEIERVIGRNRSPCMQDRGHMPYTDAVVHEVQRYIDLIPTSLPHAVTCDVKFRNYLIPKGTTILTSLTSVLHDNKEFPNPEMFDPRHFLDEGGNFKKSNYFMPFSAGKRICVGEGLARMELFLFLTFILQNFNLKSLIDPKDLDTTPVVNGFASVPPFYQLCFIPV
# CD11b adhes inh: inhibitors of human CD11b/CD18 binding to fibrinogen; P05107+P11215; K562 CD11b/CD18 adhesion to fibrinogen, ATPlite luminescence; Mn2+ added to activate the integrin; inhibition, % at 10 µM; actives 0.54% (n = 93,000); AID 1497;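 active = primary inhibition of 50% or more at 10 µM, then 40% or more on retest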; also: some results filed as inactive read as strong as hits
# ERa SRC1 inh: blocks coactivator binding to human estrogen receptor alpha | P03372 | TR-FRET ER-alpha LBD / SRC-1 peptide, estradiol-bound | inhibition, % at 25.6 µM | actives 1.7% (n = 86,000); in the data active = inhibition above about 50%;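 also: 0% = receptor plus peptide control and 100% = peptide only without receptor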
# CYP2C19 inh: inhibitors of human CYP2C19. P33261. CYP2C19 Supersomes, luciferin-H EGE luminescence, 30 min. inhibition, % at 5 µM. actives 21% (n = 96,000). AID 778;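 active = CYP2C19 inhibition above a set limit at 5 µM in the primary screen, cut at about 50% in these data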;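 also: plate controls were negative control wells for no effect and 2.5 mM tranylcypromine positive control for full effect; values of inactives mirror those of a sister screen read the other way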
# * hit, by the source's call; · = not tested or not shown; [ ] = remark or other dose. Hits appear at their usual frequency, and some 26% of all compounds hit somewhere here.
nr	SMILES	HUVEC prolif 384	CYP2C19 act	ERa SRC1 pot	CD11b adhes enh	Lung fibro prol	CYP2C19 inh	ERa SRC1 inh	CD11b adhes inh	H69AR growth 86K
1	CCn1c(=O)n(CC(=O)NCc2ccco2)c(=O)c2ccccc21	99	0.7	111	-2	102	27	-11	10	89
2	O=C(c1ccc(F)cc1)N1CCN(C(=O)c2cccnc2)CC1	90	0.7	101	-2	93	35	-7	-14	91
3	CC(Oc1ccc(Cl)cc1Cl)C(=O)NCc1ccncc1 (stereo not drawn)	100	0	99[fluorescence artefact?]	2	103	100*	1[fluorescence artefact?]	6	90
4	COc1cc(S(=O)(=O)N2CCN(C)CC2)c(OC)cc1Cl	100	0.6	98	-3	100	44	0	1	91
5	Cc1cccc(NC(=O)Cn2c(=O)n3nc(CCn4nc(C)cc4C)nc3c3ccccc32)c1	82	·	124	·	94	·	22	·	57
6	O=S(=O)(NCc1ccco1)c1ccc2c(c1)Cc1ccccc1-2	100	1	138	·	102	4	7[fluorescence artefact?]	·	86
7	CCC(=O)N=c1sc2cc(F)cc(F)c2n1C	77	·	116	·	94	·	-3[fluorescence artefact?]	·	87
8	O=C1CCc2cc(S(=O)(=O)NC(Cc3ccccc3)C(=O)NC3CCCCC3)ccc2N1 (stereo not drawn)	107	0.7	83[fluorescence artefact?]	2	93	29	34	12	95
9	CCOC(=O)c1nnn(CC(=O)N2N=C(c3cccc4ccccc34)CC2c2ccccc2)c1C(=O)OCC (stereo not drawn)	94	·	118	·	90	·	3[fluorescence artefact?]	·	59
10	CSc1nc2cc3c(cc2n1C(=O)c1ccc(C)cc1)OCCO3	·	1	·	-3	·	-3	·	-11	·
11	COc1ccccc1CNC(=O)C(NS(=O)(=O)c1ccc2c(c1)oc(=O)n2C)C(C)C (stereo not drawn)	103	0.9	128	-6	102	12	-6	1	91
12	CCCS(=O)(=O)N1CCC(C(=O)NCCCN2CCCC2=O)CC1	91	1.2	117	-5	100	-18	-4	-2	94
13	COc1ccc(Nc2oc(-c3ccc(Cl)cc3)nc2C#N)cc1	43	0.8	103	·	39*	23	-2	·	25*
14	CCOc1ccc(NC(=O)CN2CCN(C3c4ccccc4-c4ccccc43)CC2)cc1	78	·	92	·	89	·	-1	·	32*
15	CCCCSc1nnc(-c2ccccc2N)c(=O)[nH]1	·	1	·	-4	·	3	·	3	·
16	CCOc1ccc(-c2n[nH]c(C)c2Oc2ccccc2OC)c(O)c1	87	0	87	-1	90	99*	0	3	104
17	N#C/C=C(/N)N1CCN(c2ccc(Cl)c(Cl)c2)CC1	·	0.7	·	-2	·	33	·	4	·
18	O=S(=O)(Nc1ccc2c(c1)OCCO2)c1cccs1	80	0.7	95	-3	98	28	0[fluorescence artefact?]	0	97
19	CN(C)CC/C=C1/c2ccccc2Sc2c(O)cc(Cl)cc21	50	·	90	·	54	·	-2[fluorescence artefact?]	·	6.3*
20	CC(C)CNS(=O)(=O)c1ccc(CCC(=O)N2CCN(Cc3ccccc3)CC2)cc1	98	1	123	5	96	3	2	-6	84
21	COC(=O)c1sccc1NC(=O)c1ccoc1C	104	0.9	104	-4	106	11	0	-11	76
22	CCC(Oc1ccccc1)C(=O)Nc1ccc(S(=O)(=O)Nc2cnc3ccccc3n2)cc1 (stereo not drawn)	·	0.9	·	0	·	6	·	-20	·
23	NCCCN1CCOCC1	102	1	115	4	105	5	-5	-1	96
24	Cc1cc(NC(=O)c2oc3ccccc3c2C)ccc1-n1cnnn1	80	0.6	131[fluorescence artefact?]	2	90	43	65*[fluorescence artefact?]	-8	71
25	Cn1c(-c2c(N)n(CCc3ccccc3)c3nc4ccccc4nc23)nc2ccccc21	72	0.4	59[fluorescence artefact?]	-2	87	58*	6[fluorescence artefact?]	15	36*

# Arranged by value in CYP2C19 inh (highest first): some entries from above
no.	Structure	CYP2C19 inh
25	Cn1c(-c2c(N)n(CCc3ccccc3)c3nc4ccccc4nc23)nc2ccccc21	58*
17	N#C/C=C(/N)N1CCN(c2ccc(Cl)c(Cl)c2)CC1	33
1	CCn1c(=O)n(CC(=O)NCc2ccco2)c(=O)c2ccccc21	27
13	COc1ccc(Nc2oc(-c3ccc(Cl)cc3)nc2C#N)cc1	23
6	O=S(=O)(NCc1ccco1)c1ccc2c(c1)Cc1ccccc1-2	4

# (cont.)
nr	SMILES	HUVEC prolif 384	CYP2C19 act	ERa SRC1 pot	CD11b adhes enh	Lung fibro prol	CYP2C19 inh	ERa SRC1 inh	CD11b adhes inh	H69AR growth 86K
26	CCOC(=O)N1CCC(Nc2c(N3CCN(c4cccc(C(F)(F)F)c4)CC3)c(=O)c2=O)CC1	97	0.9	99	-2	103	6	-5	4	84
27	Cc1ccc(C)n1-c1sccc1C(=O)O	110	1	27	1	100	-1	71*[fluorescence artefact?]	4	103
28	COCc1cc(C)nc2sc(C(=O)OC(C)C)c(N)c12	85	0.2	112	2	96	85*	-9	9	88
29	CC(=O)C1=C(C)NC(SCC(N)=O)=C(C#N)C1c1sccc1C (stereo not drawn)	97	0.8	91	·	102	17	6	·	96
30	CCn1c(C)cc2c(c1=O)C(c1ccccc1)C(C(=O)OC)=C(N)O2 (stereo not drawn)	·	0.8	·	3	·	21	·	-3	·
31	COC(=O)c1[nH]c2cc(OC)ccc2c1NC(=O)c1ccc2c(c1)OCO2	78	1	116	·	97	-1	7	·	92
32	Cc1ccc(C(=O)O)c(C(=O)Nc2nc(C)cs2)c1	97	1.1	107[fluorescence artefact?]	-4	114	-7	-29	0	70
33	O=C1C=C(O)CC(c2ccco2)C1 (stereo not drawn)	90	·	64	·	98	·	4	·	93
34	Cn1nnnc1SCC(=O)N1CCCc2ccccc21	102	·	139	·	104	·	-4	·	56
35	O=C(NCCc1ccccn1)c1ccc(S(=O)(=O)N2CCCCCC2)cc1	97	1	150	0	105	4	7	-4	88
36	CCc1nc2ccccc2c(=O)n1NC(=O)c1c(O)c2ccccc2[nH]c1=O	103	1.2	273*	-5	102	-22	-36	10	95
37	CCOC(=O)c1c[nH]c2c3c(ccc2c1=O)CCCC3	105	1.1	74[fluorescence artefact?]	-3	106	-11	3[fluorescence artefact?]	9	85
38	O=C(CCNC(=O)c1ccccc1Cl)Nc1ccc2c(c1)OCO2	·	0.4	·	-3	·	59*	·	20	·
39	C/C(N)=C(/C#N)C(=O)CSc1nnnn1-c1ccc(C)cc1C	86	0	87	-3	95	100*	0	25	88
40	O=C(CSc1ccc(Cl)cc1)c1ccco1	101	0.9	76[fluorescence artefact?]	2	106	13	80*[fluorescence artefact?]	7	91
41	COCc1nn2c(N)c(C#N)cnc2c1-c1ccccc1	77	0.9	142	-3	91	9	-6	1	76
42	NS(=O)(=O)c1ccc(N2N=C(c3ccc(Br)cc3)CC2c2ccc(F)cc2)cc1 (stereo not drawn)	·	0.8	·	4	·	16	·	4	·
43	CCOC(=O)c1cnc(-n2nc(C)cc2C)nc1NCc1ccc2c(c1)OCO2	24*	0.7	219*[fluorescence artefact?]	1	92	33	34	7	56
44	CCS(=O)(=O)N1CCN(Cc2nc3ccccc3c(=O)[nH]2)CC1	96	1	101	-4	·	3	8	-1	81
45	O=C(NCCc1ccccc1)C(=O)NCC1CCCO1 (stereo not drawn)	89	0.9	100	-2	105	12	-7	-6	106
46	O=C(CN1CCOCC1)N1CCCc2c1c(=O)oc1ccc(OCc3ccccc3)cc21	92	0.7	113	1	97	30	-2	4	73
47	Cc1ccc(C(=O)N/N=C/c2cc(C)n(-c3ccc(Br)cc3)c2C)cc1[N+](=O)[O-]	·	0.9	·	0	·	12	·	15	·
48	CC(=O)Nc1ccc(S(=O)(=O)NCC2CCC(C(=O)N3CCN(c4ccccn4)CC3)CC2)cc1 (stereo not drawn)	91	0.7	108	·	·	27	2	·	87
49	COc1cc(OC)cc(C(=O)N[C@H](C(=O)Nc2ccccc2N2CCOCC2)C(C)C)c1	·	0.5	·	0	·	48	·	2	·
50	COC(=O)c1ccc(CSc2nc3ccccc3[nH]2)o1	97	0.2	101	·	109	81*	0	·	92

# 4 of the compounds above, in transposed form:
(48) CC(=O)Nc1ccc(S(=O)(=O)NCC2CCC(C(=O)N3CCN(c4ccccn4)CC3)CC2)cc1 (stereo not drawn)
(46) O=C(CN1CCOCC1)N1CCCc2c1c(=O)oc1ccc(OCc3ccccc3)cc21
(43) CCOC(=O)c1cnc(-n2nc(C)cc2C)nc1NCc1ccc2c(c1)OCO2
(31) COC(=O)c1[nH]c2cc(OC)ccc2c1NC(=O)c1ccc2c(c1)OCO2
assay / compound | 48 | 46 | 43 | 31
HUVEC prolif 384 | 91 | 92 | 24* | 78
CYP2C19 act | 0.7 | 0.7 | 0.7 | 1
ERa SRC1 pot | 108 | 113 | 219*[fluorescence artefact?] | 116
CD11b adhes enh | · | 1 | 1 | ·
Lung fibro prol | · | 97 | 92 | 97
CYP2C19 inh | 27 | 30 | 33 | -1
ERa SRC1 inh | 2 | -2 | 34 | 7
CD11b adhes inh | · | 4 | 7 | ·
H69AR growth 86K | 87 | 73 | 56 | 92

# Single values from the entries so far.
# entry 50 in HUVEC prolif 384 reads 97
# entry 33 in ERa SRC1 pot reads 64
# entry 37 in ERa SRC1 pot reads 74[fluorescence artefact?]

# Later entries
nr	SMILES	HUVEC prolif 384	CYP2C19 act	ERa SRC1 pot	CD11b adhes enh	Lung fibro prol	CYP2C19 inh	ERa SRC1 inh	CD11b adhes inh	H69AR growth 86K
51	CCOc1nnnc2c1sc1nc(N3CCOCC3)c3c(c12)CCCC3	107	0.1	88[fluorescence artefact?]	2	103	94*	-1	-1	96
52	CCN=C(Nc1cccc(F)c1)SC1CC(=O)N(c2ccc(OC)cc2)C1=O (stereo not drawn)	102	0.7	84	·	102	31	0	·	84
53	COc1cccc(OCCOCCN(C)CCO)c1	93	0.8	122	·	88	16	-5	·	93
54	CCN1CCN(S(=O)(=O)c2cc(OC)ccc2OC)CC1	98	0.9	107	8	100	13	9	11	95
55	O=C(O)CCc1ccc(-c2cccs2)n1NC(=O)c1ccccc1Br	88	0.9	67[fluorescence artefact?]	-3	96	10	22	8	108
56	COc1cc(OC)c(NC(=O)CCc2nc(-c3cccs3)no2)cc1Cl	73	0.1	128	1	95	92*	-2	-36	81
57	CCOc1ccc2nc(NC(NC(=O)CC)(C(=O)OC)C(F)(F)F)sc2c1 (stereo not drawn)	90	0.3	112	1	100	70*	-8	-13	79
58	CCCCCCCCN1C(=O)C(O)=C(C(C)=O)C1c1ccccn1 (stereo not drawn)	94	·	120[fluorescence artefact?]	·	97	·	-14	·	95
59	CCn1c(=O)n(CC(=O)N2CCN(c3ccccc3F)CC2)c(=O)c2ccccc21	103	0.9	94[fluorescence artefact?]	·	105	13	4	·	91
60	COc1ccc(/C(O)=C2/C(=O)C(=O)N(CCN(C)C)C2c2ccc(OC)c(OC)c2)c(C)c1 (stereo not drawn)	104	·	135	·	96	·	-4	·	100
